# Screens as filed in PubChem BioAssay.
# H9c2 TAG inh: reduces triacylglycerol accumulation in H9c2 cells | AID 651582 | 0.66% of 230,000 active | inhibition, % at 12.5 µM | Nile Red lipid (TAG) fluorescence; cells loaded with 200 µM oleic acid;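 active means pattern-corrected inhibition of lipid staining of at least 50% with the nuclear-stain viability signal not falling by more than 50%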;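 further: 0% = DMSO wells and 100% = triacsin C control wells; some results filed as inactive read as strong as hits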
# H9c2 TAG inh DAPI viability: also measured in H9c2 TAG inh; calls as there; DAPI nuclei signal change (viability), lower = more cytotoxic, %;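 whole-well DAPI fluorescence read on a plate reader as a viability signal; minus 50 percent equals half of cells still viable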
# Active calls of the source: *.
# Screens in order – H9c2 TAG inh, H9c2 TAG inh DAPI viability
> COc1cccc(N2C(=O)CC(N3CCN(S(=O)(=O)c4ccccc4)CC3)C2=O)c1 (stereo not given)
 : 1, -3
> O=S(=O)(NCCCN1CCN(c2ccccc2F)CC1)c1cccc2cccnc12
 : -15, 2
> Cc1ccc(NC(=O)CSc2nc(C)c(Cc3ccccc3)c(=O)[nH]2)cc1C
 : -14, 5
> Cc1ccc(OCC(=O)Nc2ccc3c(c2)nc2n3CCOC2)cc1
 : 14, -13
> COC(=O)C12OCC34C(CC5C(C)=C(O)C(=O)CC5(C)C3C(O)C1O)OC(=O)C(OC(=O)C=C(C)C)C24 (stereo not given)
 : 122, -76
> CCOC(=O)C1CCCN(C(=O)/C=C/c2ccc(Cl)cc2)C1 (stereo not given)
 : -2, -12
> COc1ccc(Nc2ncnc3sc(C)cc23)c(OC)c1
 : -5, -2
> CCCS(=O)(=O)N1CCCC(C(=O)NCCN2CCOCC2)C1 (stereo not given)
 : 8, 0
> COc1ccc(NC(=O)Nc2nnc(-c3ccccc3SCc3ccccc3)s2)cc1
 : -10, 15
> COCCNC(=O)C1(C)CCCN(C(=O)c2ccc3c(c2)CCO3)C1 (stereo not given)
 : 13, -13
> N#CCC(=O)NNC(=S)NC(=O)C(c1ccccc1)c1ccccc1
 : -1, -2
> CCOC(=O)c1ccc(N2C(=O)CC(NNC(=O)c3ccc(Br)s3)C2=O)cc1 (stereo not given)
 : 9, 2
> O=S1(=O)CC(O)C(Nc2ccccc2)C1 (stereo not given)
 : 1, -5
> CCS(=O)(=O)Nc1ccc(Cc2ccncc2)cc1
 : 3, -5
> CC1CCCC(C)N1/N=C/c1ccc(C(=O)O)cc1 (stereo not given)
 : 5, -3
> Cc1c(C(=O)NNC(=S)Nc2ccc(S(N)(=O)=O)cc2)oc2ccccc12
 : -4, -6
> COC(=O)c1cc(NS(=O)(=O)c2ccc(C(C)C)cc2)ccc1N1CCOCC1
 : 2, -6
> Cc1[nH]c(=O)[nH]c(=O)c1/C=N/NC(=O)CCNC(=O)OC(C)(C)C
 : -8, 5
> O=C(COc1ccccc1/C=C\c1[nH]c(=O)[nH]c(=O)c1[N+](=O)[O-])Nc1ccccc1
 : -2, 2
> O=C(NNC(=O)c1ccc(Cl)s1)c1csc(N2CCOCC2)n1
 : -2, 4
> CCCS(=O)(=O)NCCc1csc(-c2ccc(OC)c(OC)c2)n1
 : -4, 2
> Cc1ccccc1C(=O)NCC(=O)c1ccccc1
 : 2, 2
> CC(C)C[C@@H](CNCC(=O)[C@H](Cc1ccccc1)NC(=O)c1[nH]cnc1C(=O)N[C@H](CN)CC(C)C)NC(=O)c1nc[nH]c1C(=O)N[C@@H](CC(=O)O)C(=O)O
 : -15, 3
> O=C(CCN1C(=O)c2ccccc2C1=O)Nc1ccc(-c2nc3ccccc3o2)cc1
 : -6, 12
> O=C(NCc1cccs1)c1cc2c(s1)CCCC2
 : 18, 14
> CCC(=O)NNc1nc2c(C)cc(C)cc2s1
 : 5, -9
> CCN(CC(=O)Nc1ccc(NC(C)=O)cc1)C(=O)CCN1C(=O)C2CC=CCC2C1=O (stereo not given)
 : 3, 2
> COc1ccc(CCNC(=O)c2ccc3nc[nH]c3c2)cc1
 : 10, 1
> O=C(/C=C/c1ccc(S(=O)(=O)N2CCOCC2)cc1)Nc1ccc(F)c(F)c1F
 : 17, -6
> Cc1ncc(CO)c(/C=N/NC(=O)c2cccc(S(=O)(=O)N3CCCC3)c2)c1O
 : -22, -14
> CCCCCC(C)NC(=S)NC(=O)c1cc(S(=O)(=O)N2CCOCC2)ccc1C (stereo not given)
 : 14, -16
> CCOC(=O)c1ccc(NC(=O)NC2CC3CCC(C2)N3C(=S)NC)cc1 (stereo not given)
 : 0, 3
> COc1cc(C(F)(F)F)nc2ccc(C#CCOC(=O)Nc3ccccc3)cc12
 : -11, 1
> Nc1nc(Cn2nnc(-c3ccccc3F)n2)nc(N2CCOCC2)n1
 : -19, 1
> C#CCOCCOCCOCCNc1nc(N2CCN(C(=O)[C@H](C(C)C)n3cc(CCO)nn3)CC2)nc(N2CCN(C(=O)[C@H]([C@@H](C)CC)n3cc(CCC(=O)O)nn3)CC2)n1
 : -5, 10
> CS(=O)(=O)N1CCC(Oc2ccccc2C(=O)NCCCc2cccnc2)CC1
 : 11, 4
> CN(C)c1ccc(C2N(c3ccc(Cl)cc3)C(=O)C3CCCN32)cc1 (stereo not given)
 : 13, -4
> Cc1nc(NC(=O)c2ccccc2)sc1-c1csc(NCc2ccccc2)n1
 : 19, 1
> Cc1ccc(C(=O)OCC(=O)Nc2ccc3[nH]c(=O)[nH]c3c2)cc1S(=O)(=O)N1CCOCC1
 : -16, 5
> Cc1ccc(S(=O)(=O)Cc2cc(-c3ccc(Cl)cc3)no2)cc1
 : -9, -10

# Copied from the list:
# For H9c2 TAG inh DAPI viability, Cc1nc(NC(=O)c2ccccc2)sc1-c1csc(NCc2ccccc2)n1 is entered as 1
# For H9c2 TAG inh, CN(C)c1ccc(C2N(c3ccc(Cl)cc3)C(=O)C3CCCN32)cc1 (stereo not given) is entered as 13
# For H9c2 TAG inh, CS(=O)(=O)N1CCC(Oc2ccccc2C(=O)NCCCc2cccnc2)CC1 is entered as 11
# For H9c2 TAG inh, Cc1ccc(S(=O)(=O)Cc2cc(-c3ccc(Cl)cc3)no2)cc1 is entered as -9

# (further entries)
# Screens in order – H9c2 TAG inh, H9c2 TAG inh DAPI viability
> COc1cc(CN(C)C)cc(C=O)c1O
 : 4, 2
> C#CCOCCOCCOCCNc1nc(N2CCN(C(=O)CCCCCCCCCCNC(=O)[C@@H](CCSC)n3cc(CCO)nn3)CC2)nc(N2CCN(C(=O)CCCCCCCCCCNC(=O)[C@H]([C@@H](C)CC)n3cc(CCCCN=C(N)N)nn3)CC2)n1
 : -37, 21
> O=C1CC(N2CCN(c3ccccc3Cl)CC2)C(=O)N1c1cccc(F)c1 (stereo not given)
 : -18, 6
> O=C(NCc1ccccc1)C(c1ccncc1)N(C(=O)c1csnn1)C1CC1 (stereo not given)
 : -12, 6
> O=C(CCNC(=O)c1ccccc1Cl)N/N=C\c1ccc(O)cc1
 : 5, -2
> CCCNC(=O)C(Cc1ccccc1)NS(=O)(=O)c1cccc2nsnc12 (stereo not given)
 : 12, -10
> CCCn1c(NC(=O)C23CC4CC(CC(O)(C4)C2)C3)nc2ccccc21
 : 5, -4
> CCN(C/C=C/c1ccccc1OC)Cc1ccccc1
 : -1, 5
> CCC(C)NC(=O)COC(=O)c1ccc(Cl)cc1O (stereo not given)
 : -21, -3
> COc1cc(OC)c(C(=O)NCc2ccc3c(c2)OCO3)cc1OC
 : -13, 1
> Cc1ccc(S(=O)(=O)N2CCN(CN3C(=O)CC4(CCCC4)C3=O)CC2)cc1
 : 4, 6
> CN=C(Nc1ccc(C(=O)OC)cc1)SC1CC(=O)N(c2ccccc2F)C1=O (stereo not given)
 : 14, -3
> Cc1ccc(Cn2c(C3CCCN3c3nc(-c4ccc(F)cc4)cs3)nc3cc(C(F)(F)F)ccc32)cc1 (stereo not given)
 : -20, 8
> Cc1cccc(NC2(C(=O)O)CCCC2)c1
 : -5, 18
> Cc1cc(C(=O)NNC(=O)NC(C)C)no1
 : 3, -3
> C=CCN(c1ccccc1Cl)S(=O)(=O)c1cc(C(=O)N2CCCC2)ccc1Cl
 : -4, -2
> CC(=O)Oc1ccccc1Cn1c(C)c(C(=O)NCc2ccc(F)cc2)sc1=O
 : 25, -28
> CCCC(=O)Nc1cccc(Oc2nc(C)cc(C)c2C#N)c1
 : -19, 7
> O=C(NCc1ccccc1)c1cc(C2COCCN2C(=O)c2ccccc2)on1 (stereo not given)
 : 2, 13
> COc1ccc2c([N+](=O)[O-])c(Cl)[nH]c2c1
 : -3, 9
> CC(C)n1nnnc1SCC(=O)NCCc1ccccc1
 : 1, 3
> COC(=O)c1ccc(CN2CCN(Cc3ccccc3)C(CCO)C2)cc1 (stereo not given)
 : 5, 9
> CC(C)N=C(NS(=O)(=O)NC(=O)c1ccccc1)c1ccccc1
 : -4, 10
> Nc1nonc1-n1nnc(C(=O)N/N=C/c2ccccc2Cl)c1COc1ccc(F)cc1
 : 3, -8
> CN(C)/C=C1\C(=O)N(c2ccc([N+](=O)[O-])cc2)N=C1c1ccccc1
 : -3, 6
> CC1(C(=O)NS(=O)(=O)c2ccc3ccccc3c2)CCN1C(=O)Cc1ccc(Cl)cc1Cl (stereo not given)
 : -11, 0
> COc1ccc(NC(=O)CCCNC(=O)c2ccc(Cl)cc2)cc1S(=O)(=O)N1CCCCC1
 : -3, 8
> COc1ccc(OC)c(C(C)NC(=O)Nc2cccc(C(C)=O)c2)c1 (stereo not given)
 : 5, 4
> CC1CC(C(F)F)n2nc(C(=O)Nc3sc4c(c3C#N)CCC(C(C)(C)C)C4)nc2N1 (stereo not given)
 : -1, 3
> COc1ccc(NC(=O)C2Cc3c(-c4ccncc4)ccnc3O2)cc1OC (stereo not given)
 : -4, 10
> Cc1cc(C(=O)CN2C(=O)NC3(CCCCC3)C2=O)c(C)n1Cc1ccco1
 : -2, 0
> COc1ccc(C(=O)NN(C)c2nc(C(F)(F)F)nc3ccccc23)cc1
 : 37, -40
> O=c1cc(CO)[nH]cc1OCc1ccccc1
 : -7, -4
> CCN1C(=O)[C@H]2[C@@H](c3ccc(-c4ccc(C(C)=O)cc4)c(OC)c3)N3CCCC[C@@]3(C(=O)OC)[C@H]2C1=O
 : -5, 6
> COc1cccc(/C=N/NC(=O)C(c2ccncc2)N2CCOCC2)c1 (stereo not given)
 : 1, -3
> Cc1cc(NC(=O)CSc2nnc(-c3cccnc3)n2N)no1
 : -5, 5
> CCS(=O)(=O)c1ccc(Sc2nncn2C)c([N+](=O)[O-])c1
 : 16, -3
> CC1CCC(NC(=O)c2ccc(CNc3c(NC4CCCCC4)c(=O)c3=O)cc2)CC1 (stereo not given)
 : -1, 8
> CCNC(=O)NNC(=O)C1CC(c2cccs2)=NO1 (stereo not given)
 : 11, -3
> CC(=O)Nc1cc(-c2ccc(F)cc2)cn2c(-c3ccc(F)cc3)cnc12
 : -1, -4
> O=C(Nc1ccc(S(=O)(=O)NCc2cccnc2)cc1)c1ccccc1Cl
 : -17, 1
> O=C(Nc1ccc(-n2cnnn2)cc1)C(c1ccccc1)c1ccccc1
 : -1, 23
> CCn1ccc(C(=O)N2CCOCC2)n1
 : -9, 0
> NS(=O)(=O)c1cc(C(=O)OCC(=O)Nc2ccc(N3CCCCC3)cc2)ccc1Cl
 : 6, 1
> CNc1nc(Nc2ccc(C(C)=O)cc2)nc(OC(C(F)(F)F)C(F)(F)F)n1
 : -5, -4
> CSc1ccccc1NC(=O)C1(C)CCN1C(=O)Cc1ccc(Cl)cc1Cl (stereo not given)
 : -14, -6
> CC(C)(C)C(=O)NC(=S)Nc1ccc(Cl)c(C(=O)O)c1
 : -19, 7
> O=C(COc1ccccc1Cl)Nc1ccc(C(=O)O)cc1NC(=O)COc1ccccc1Cl
 : 5, -3
> COc1cccc(NC(=O)Nc2cnccn2)c1
 : -8, -1
> CN(C)CCNC(=O)c1cccc(S(=O)(=O)Nc2ccc(F)cc2)c1
 : 10, -1

# New compounds follow
# Screens in order – H9c2 TAG inh, H9c2 TAG inh DAPI viability
> CCOC(=O)c1c(NC(=O)/C=C/C(=O)O)sc(C)c1-c1ccc(C)c(C)c1
 : -1, 5
> Cc1ccccc1NC(=O)CSc1ccc(-c2ccc(-n3cccn3)cc2)nn1
 : 1, 4
> COC(=O)Cc1c(C)nc2nc(-c3cccnc3)[nH]n2c1=O
 : -6, 9
> C=CCO/N=C(/C)c1ccc(Oc2cnccn2)cc1
 : -21, 11
> O=C(CNC(=O)c1ccccc1)OCCOc1cccc(Cl)c1
 : 7, 0
> Cc1ccc(/C=N/N2CCN(c3ccccn3)CC2)cc1
 : -5, 10
> O=C1c2cccc3cccc(c23)C(=O)N1c1ccc2ncccc2c1
 : 8, -4
> CCOc1ccc(S(=O)(=O)N2CCCCC2)cc1NC(=O)C1CSC2(C)CCC(=O)N12 (stereo not given)
 : -3, -1
> Cc1c(C(=O)NCC2CCCO2)oc2ccc3c(c12)C(=O)CC(C)(C)O3 (stereo not given)
 : 6, 8
> O=C(CSc1nc2nn(-c3ccccc3)c(=O)c-2c2n1CCCCC2)NCCc1ccccc1
 : 9, 8
> O=C(OCC(=O)N1CCN(c2ccccc2)CC1)c1ccccc1NCCO
 : 17, 18
> CC1CCC(=O)N(CCOc2ccccc2)CC1 (stereo not given)
 : 12, 6
> O=S(=O)(Oc1ccccc1)c1ccc(Cl)c(Cl)c1
 : -13, 3
> CC(=O)Nc1ccc(NC(=O)C2Cc3c(-c4ccco4)ccnc3O2)cc1 (stereo not given)
 : 1, 2
> Cn1c(SCC(=O)NC2CCCc3ccccc32)nnc1C1CC1 (stereo not given)
 : -4, 5
> Cc1cccn2c(=O)c(/C=C(\C#N)C(N)=O)c(Oc3ccccc3)nc12
 : 6, 9
> C#CCN(C(=O)c1ccc(OC2CCN(C(=O)CCOC)CC2)cc1)C1CCCCC1
 : -7, 5
> Cn1c(CN2CCC(C(N)=O)CC2)c(C#N)c2ccccc21
 : 6, -5
> COCCN1CCN(Cc2nc(C3(c4ccc(C)cc4)CCCC3)no2)CC1
 : -31, 4
> N=C(SC1CC(=O)N(c2ccc(F)cc2)C1=O)N1N=C(c2ccccc2)CC1c1ccccc1 (stereo not given)
 : 14, 1
> CN(N=O)c1ccc(CC2CCc3ccccc32)cc1 (stereo not given)
 : -10, 4
> Cc1ccc(N/C(CSC(N)=O)=N/S(=O)(=O)c2ccccc2)cc1
 : -9, 9
> CC(C)Cn1cnc2c1c(=O)n(CC(=O)Nc1ccc3c(c1)OCO3)c(=O)n2Cc1ccccc1
 : 18, -8

# Entries above containing a furan ring, fused or not:
# Screens in order – H9c2 TAG inh, H9c2 TAG inh DAPI viability
> Cc1c(C(=O)NNC(=S)Nc2ccc(S(N)(=O)=O)cc2)oc2ccccc12
 : -4, -6
> Cc1cc(C(=O)CN2C(=O)NC3(CCCCC3)C2=O)c(C)n1Cc1ccco1
 : -2, 0
> Cc1c(C(=O)NCC2CCCO2)oc2ccc3c(c12)C(=O)CC(C)(C)O3 (stereo not given)
 : 6, 8
> CC(=O)Nc1ccc(NC(=O)C2Cc3c(-c4ccco4)ccnc3O2)cc1 (stereo not given)
 : 1, 2

# An excerpt; count on the stated rates, not on these rows.
